PMI inhibition = human PMI inhibitors, high substrate, primary screen, biochemical, fluorescence intensity, high mannose 6-phosphate (AID 1220); recombinant PMI enzyme, coupled fluorescence intensity; higher % means a stronger effect; inhibition, % at 20 µM; hits with a dose series show IC50 in µM; 0.66% of 190,000 active
Siah-1 displacement = Siah-1 peptide-binding antagonists, primary screen, biochemical, fluorescence polarization, rhodamine-plectin, uHTS (AID 1817); 0.02% of 290,000 active; Siah-1 / rhodamine-plectin peptide fluorescence polarization; higher % means a stronger effect; one-dose displacement, % at 20 µM; IC50 in µM for titrated hits;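 active = displacement of at least 50% at 20 µM, with a fluorescence ratio check between 0.3 and a set limit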;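 also: plate controls were Siah plus tracer with DMSO for no effect and tracer alone without Siah for full effect; strong numbers were not always called active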
M17LAP inhibition = P. falciparum M17LAP inhibitors, primary screen, biochemical, fluorogenic H-Leu-NHMec substrate, 1536-well (AID 1619); recombinant M17LAP, H-Leu-NHMec fluorogenic kinetic assay; higher % means a stronger effect; inhibition, % at 30 µM; hits with a dose series show IC50 in µM; 0.38% of 220,000 active;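 active = compound inhibiting the enzyme by more than half at any dose during confirmatory dose-response retesting; inconclusive = strong single-dose inhibitors picked by rank but not retested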;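 also: plate controls were full reaction with DMSO carrier for no effect and no enzyme background for full effect; strong numbers were not always called active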
LYP phosphatase = inhibitors of LYP phosphatase, biochemical, fluorescence intensity, uHTS (AID 1779). recombinant LYP phosphatase, fluorescence intensity; higher % means a stronger effect. one-dose inhibition, % at 11.5 µM; IC50 in µM for titrated hits. 0.054% of 290,000 active;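 also: plate controls were vehicle with enzyme for no effect and no enzyme for full effect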
XIAP antagonists = small molecules displacing peptide from XIAP – biochemical, IAP family, fluorescence polarization (AID 1018); XIAP BIR domain, fluorescence polarization peptide displacement; higher % means a stronger effect; 0.007% of 200,000 active; one-dose displacement, % at 20 µM; IC50 in µM for titrated hits; in the data active = displacement above about 50%; also: a part of the inactive calls stands beside numbers as strong as those of hits
PMI inhibitors = MPI enzyme activity inhibition – biochemical, fluorescence intensity, coupled assay, primary screen (AID 1209); purified PMI enzyme, coupled fluorescence intensity; higher % means a stronger effect; inhibition, % at 20 µM, or IC50 in µM where a hit was titrated; 0.42% of 190,000 active;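 also: plate controls were DMSO vehicle for no effect and wells lacking substrate for full effect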
AID2073 = inhibitors of Mint1-CaV2.2 protein interaction, biochemical, HTRF (AID 2073). HTRF protein-protein interaction, Mint1-CaV2.2; higher % means a stronger effect. 0.19% of 290,000 active. one-dose inhibition, % at 20 µM; IC50 in µM for titrated hits; in the data active = inhibition mostly above about 51%, no sharp cut-off; inconclusive = no clear call, values can overlap the other calls; inactive = mostly below about 53%; also: some results filed as inactive read as strong as hits
M1AAP inhibition = P. falciparum M1AAP inhibitors, biochemical, fluorogenic H-Leu-NHMec substrate, 1536-well (AID 1445); recombinant M1AAP, H-Leu-NHMec fluorogenic kinetic assay; higher % means a stronger effect; inhibition, % at 30 µM; hits with a dose series show IC50 in µM; 0.42% of 220,000 active;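 active = primary inhibition above the hit cutoff, then over 50% inhibition at one or more dose response concentrations, cut at about 23% in these data, passing the limit was not always enough; inconclusive = conflicting primary data, or primary hits not chosen for dose response; inactive = low primary inhibition, or under 50% at every dose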;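 also: plate controls were DMSO full reaction for no effect and no enzyme background for full effect; strong numbers were not always called active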
Dynein cargo inh = dynein cargo transport inhibition; AID 1381; 0.47% of 220,000 active; z-score, hits read low; 3617.4 mouse cells, GR-EGFP nuclear translocation imaging; test concentration mostly 20 µM; stimulated with dexamethasone, 1 µM; stronger effect = lower value;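 active = plate z-score of nuclear minus cytoplasmic receptor signal below a set negative limit, without overly bright fluorescence or cell loss, cut at about -3.5 in these data, passing the limit was not always enough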;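 also: z-score of nuclear minus cytoplasmic ring GR-EGFP intensity difference per well; some compounds called inactive have numbers as strong as hits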
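medium = tetracycline-free induction medium containing charcoal-stripped FBS | probe or stimulus = dexamethasone, 1.0 µM final | timing = 48 h induction, then 1 h compound, then 30 min agonist, 37 °C | detection = automated 10x imaging of fixed Hoechst-stained cells | read-out basis = nuclear versus cytoplasmic GR-EGFP signal, averaged per well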
Dynein cargo inh cytoplasmic EGFP = also measured in Dynein cargo inh; calls as there; z-score; measured here: cytoplasmic GR-EGFP intensity; stronger effect = higher value
Dynein cargo inh nuclear GR-EGFP = second read-out of Dynein cargo inh, no call of its own (marks repeat the call); z-score; measured here: nuclear GR-EGFP intensity;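 lower value marks the stronger effect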
Dynein cargo inh cell count = also measured in Dynein cargo inh; calls as there; z-score; measured here: cell count per field
* hit, by the source's call; ? = inconclusive; nt = no result given. Rule as the data show it, unless noted: active = inhibition above about 50%; inactive = the rest.

1. COc1ccc(CNC(=O)c2nnn(Cc3ccc(OC)cc3)c2N)cc1
2. CC(C)(C)C1CCC(=NNC(=S)Nc2cccnc2)CC1 (stereo unspecified)
3. O=c1nc2s/c(=C\c3ccco3)c(=O)n2nc1Cc1ccccc1
4. COc1ccc(Nc2oc(-c3ccccc3)nc2C#N)cc1
5. Cc1ccc(/C(C#N)=C\c2cn(C)c3ccccc23)cc1
6. Cc1ccccc1-n1c(=O)c2ccccc2n2c(=O)[nH]nc12
7. CC1CC2(C)Oc3ccccc3C3OCC1(CO)C(C)C32 (stereo unspecified)
8. Cc1nc2sc(C(c3cccs3)N3CCOCC3)c(O)n2n1 (stereo unspecified)
entry no.	1	2	3	4	5	6	7	8
PMI inhibition	-4%	-61%	-4%	-2%	18%	-11%	7%	12%
Siah-1 displacement	13%	-10%	-4%	-4%	4%	0%	13%	-3%
M17LAP inhibition	-2%	3%	25%	-3%	-1%	11%	1%	12%
LYP phosphatase	-10%	-1%	0%	-1%	0%	-4%	-7%	-8%
XIAP antagonists	-12%	-0.3%	-5.0%	-5.4%	0.8%	-4.3%	-2.0%	-2.5%
PMI inhibitors	-4%	-63%	6%	-10%	25%	-22%	12%	13%
AID2073	1%	-4%	40%	8%	12%	12%	-6%	-2%
M1AAP inhibition	1%	-1%	15%	-1%	4%	3%	4%	2%
Dynein cargo inh	-0.62	-0.51	-0.51	1.3	0.62	-0.21	0.088	-0.01
Dynein cargo inh cytoplasmic EGFP	-0.3	-0.32	-0.17	-0.32	-0.29	-0.22	-0.25	-0.19
Dynein cargo inh nuclear GR-EGFP	-0.14	0.032	-0.39	1.1	0.14	-0.19	-0.032	0.12
Dynein cargo inh cell count	0.64	0.31	0.14	-0.56	0.22	0.19	-0.28	-0.42

9. CC(C)(C)C(=O)Nc1cc(S(=O)(=O)Nc2ccc(Cl)cc2)ccc1O
10. O=C(CCC1CCCN(C(=O)c2ccsc2)C1)N1CCN(c2ccccn2)CC1 (stereo unspecified)
11. COc1ccc(-c2cc(C(=O)NCCN3CCOCC3)c3ccccc3n2)cc1
12. COc1ccc(CC(=O)NNS(=O)(=O)c2ccc(F)cc2)cc1OC
13. COc1ccc(/C=C/c2nc(N)nc(-c3ccccc3O)n2)cc1
14. O=C(Cn1cc(C(F)(F)F)ccc1=O)N/N=C/c1cccc(Cl)c1
15. O=C(OCC(=O)N1CCCC1)c1c2c(nc3ccccc13)CCCCC2
16. N#Cc1nc(COc2ccc(F)cc2)oc1N1CCCCC1
entry no.	9	10	11	12	13	14	15	16
PMI inhibition	6%	nt	-5%	-2%	-1%	1%	-6%	7%
Siah-1 displacement	-2%	13%	4%	-8%	3%	0%	5%	-5%
M17LAP inhibition	1%	-5%	-76%	3%	0%	-1%	-6%	3%
LYP phosphatase	6%	-6%	5%	-4%	-1%	-13%	-5%	-2%
XIAP antagonists	-4.8%	nt	-3.5%	-4.3%	-6.4%	-2.8%	-6.3%	-1.3%
PMI inhibitors	0%	nt	-14%	-3%	-1%	6%	-8%	14%
AID2073	-6%	1%	39%	7%	10%	2%	5%	-20%
M1AAP inhibition	1%	1%	6%	-7%	9%	1%	5%	7%
Dynein cargo inh	-0.94	0.044	-0.51	-0.49	0.086	1.3	1.5	0.44
Dynein cargo inh cytoplasmic EGFP	-0.32	-0.24	-0.15	-0.38	-0.25	0.063	-0.13	-0.24
Dynein cargo inh nuclear GR-EGFP	-0.36	-0.097	-0.19	-0.77	0.12	2.3	0.77	0.24
Dynein cargo inh cell count	0.61	0.33	0.43	0.35	0.55	-2.1	-0.36	0.24

17. COc1cccc(Cn2cnc3c(NS(=O)(=O)c4ccc(Cl)cc4Cl)c(C)c(C)cc32)c1
18. COc1ccc(N2CCN(C(c3cccs3)C(C)NS(=O)(=O)c3ccccc3)CC2)cc1 (stereo unspecified)
19. N=c1sccn1CC(=O)NCCc1ccc(Cl)cc1Cl
20. COc1ccc(-c2csc(NCc3ccco3)n2)cc1C
21. COC(=O)CCCC1=CC2=C(c3ccccc3)C(=O)C(C)(OC(=O)C3CCCC3)C(=O)C2=CN1CC(C)C (stereo unspecified)
22. Cc1ccc(-c2csc(N/N=C/c3ccco3)n2)cc1
23. CCN(CC)C(=O)C1CCCN(Cc2ccccc2F)C1 (stereo unspecified)
24. Cc1nc(N)nc(C)c1Cc1ccccc1
entry no.	17	18	19	20	21	22	23	24
PMI inhibition	4%	20%	4%	8%	nt	-7%	0%	2%
Siah-1 displacement	2%	-2%	3%	0%	-7%	-2%	4%	3%
M17LAP inhibition	6%	0%	2%	8%	-5%	25%	12%	-3%
LYP phosphatase	6%	5%	-6%	0%	-10%	10%	-2%	-9%
XIAP antagonists	-2.3%	1.1%	-5.4%	-9.6%	nt	-5.8%	76%	-0.8%
PMI inhibitors	7%	23%	6%	20%	nt	-1%	0%	0%
AID2073	18%	1%	4%	?	-8%	-7%	-4%	-2%
M1AAP inhibition	8%	5%	12%	13%	-2%	16%	-13%	-6%
Dynein cargo inh	0.17	0.038	0.32	0.4	2.5	-0.79	-0.51	-0.47
Dynein cargo inh cytoplasmic EGFP	-0.11	0.12	1	-0.13	-0.58	-0.22	-0.17	-0.16
Dynein cargo inh nuclear GR-EGFP	-0.044	0.091	0.36	0.39	1.1	0.048	0.062	0.19
Dynein cargo inh cell count	-1	-0.46	-0.27	0.44	-0.87	1.4	-0.036	-0.085

25. Cc1ccc(N(CC(=O)N2CCN(C3CCCCC3)CC2)S(=O)(=O)c2cccnc2)cc1
26. O=C(CNC(=O)c1ccccc1)NCc1ccc(Cl)cc1
27. Oc1ccccc1C1Nc2cccc3cccc(c23)N1
28. O=C(CSc1nnc2ccccn12)NC(=O)NC1CCCC1
29. CS(=O)(=O)c1ccc(C(=O)OCc2nnc(-c3ccc(Cl)cc3)o2)cc1[N+](=O)[O-]
30. CCC(C)NC(=O)C1CCN(S(=O)(=O)N2CCOCC2)CC1 (stereo unspecified)
31. CC12C(=O)N(c3ccc(OC(=O)c4ccco4)cc3)C(=O)C1C1c3ccccc3C2c2ccccc21 (stereo unspecified)
32. COc1ccccc1-c1ccc(SCc2ccc(F)cc2)nn1
entry no.	25	26	27	28	29	30	31	32
PMI inhibition	-2%	-4%	40%	10%	-3%	8%	6%	11%
Siah-1 displacement	-1%	3%	-1%	3%	0%	6%	3%	-4%
M17LAP inhibition	19%	-7%	7%	-3%	1%	-9%	6%	3%
LYP phosphatase	-8%	0%	3%	-4%	4%	-11%	-1%	-1%
XIAP antagonists	-8.7%	-9.8%	-7.9%	-1.8%	-8.3%	-9.7%	-3.9%	-2.8%
PMI inhibitors	0%	0%	14%	11%	-27%	0%	11%	17%
AID2073	-5%	1%	37%	9%	-2%	-5%	5%	3%
M1AAP inhibition	5%	3%	0%	5%	0%	0%	9%	8%
Dynein cargo inh	-0.86	-0.33	-0.99	-0.48	-5.6*	-0.52	0.99	-0.52
Dynein cargo inh cytoplasmic EGFP	-0.38	-0.19	0.59	-0.28	0.97*	-0.29	-0.22	-0.19
Dynein cargo inh nuclear GR-EGFP	-0.12	0.23	-0.39	-0.28	-2.6*	0.1	0.5	-0.4
Dynein cargo inh cell count	0.92	0.34	1	-0.036	0.63*	0.36	-0.49	0.88

33. COCC(=O)NC1(c2nnnn2CCOC(=O)Nc2ccc(Cl)cc2)CCCCC1
34. CCOC(=O)C1CCN(C(=S)NC2CCCC2)CC1
35. O=C(NCCCN1CCCC1=O)c1ccc(Cl)c(Cl)c1
36. C=CCN(CC=C)C(=S)Nc1ccc2nsnc2c1
entry no.	33	34	35	36
PMI inhibition	-7%	0%	-12%	55%*
Siah-1 displacement	-4%	4%	0%	-8%
M17LAP inhibition	1%	1%	-13%	21%
LYP phosphatase	-3%	-7%	1%	-2%
XIAP antagonists	-5.6%	-7.9%	-6.4%	-3.6%
PMI inhibitors	-3%	2%	-12%	24%
AID2073	-4%	-10%	6%	20%
M1AAP inhibition	0%	7%	11%	-1%
Dynein cargo inh	0.02	0.083	0.3	2.2
Dynein cargo inh cytoplasmic EGFP	0.65	-0.2	-0.096	-0.25
Dynein cargo inh nuclear GR-EGFP	0.91	0.48	0.28	1
Dynein cargo inh cell count	-0.97	0.11	-1.2	-0.61

Source: PubChem BioAssay

Not a hit list; overall some 2.1% were active at least once.
